Growth percent in the NCI-60 one-dose screen (48 h, 10 µM unless noted): 100 = growth as untreated, 0 = no growth, -100 = all killed.
COLO 205 = COLO 205 colon cancer. actives 7.3% (n = 79,000). AID 1794742
SNB-75 = SNB-75 CNS cancer | actives 5% (n = 79,000) | AID 1794750
KM12 = KM12 colon cancer cells; actives 5% (n = 82,000)
SW-620 = SW-620 colon cancer | actives 5.2% (n = 82,000)
HCC-2998 = HCC-2998 colon cancer. actives 4.7% (n = 79,000)
HCT-116 = HCT-116 colon cancer | actives 7.3% (n = 82,000) | AID 1794798
A498 = A498 renal cancer cells | actives 5.4% (n = 76,000) | AID 1794774
HT29 = HT29 colon cancer; actives 7.4% (n = 81,000)
HCT-15 = HCT-15 colon cancer; AID 1794746; actives 5.2% (n = 82,000)
* hit, by the source's call; · = not tested or not shown; & = joins results of further samples; [ ] = remark or other dose. Rule for the calls: active = growth percent below 10; inactive = the rest. Compounds as they come; about 12% have a hit in one of these screens.

SMILES	COLO 205	SNB-75	KM12	SW-620	HCC-2998	HCT-116	A498	HT29	HCT-15
O=C(N=Nc1c(O)[nH]c2ccccc12)Nc1ccccc1	103	99	104	104	100	101	·	94	99
O=C(O)Cc1c[nH]c2ccccc12	107	75	108	105	100	106	101	98	106
CN(C)C(=O)C1=NC(CO)C(=O)N(c2ccccc2)N1 (configuration not stated)	115	97	102	110	108	103	89	114	102
O=C(Nc1cccc(Cl)c1)Oc1c(Cl)c(Cl)c(Cl)c(Cl)c1Cl	101	76	102	100	119	96	79	96	100
CCC1N=C(N)N=C(N)N1c1ccc(Cl)cc1 (configuration not stated)	121	92	97	72	95	61	77	72	105
COc1cccc(NC(=O)Nc2ccc(Nc3ncnc4sc5c(c34)CCCC5)cc2)c1	·	63	90	112	118	91	91	104	98
Cc1ccc(C(=O)c2ccc([N+](=O)[O-])cc2)cc1	112	·	113	102	106	106	107	99	·
O=C(NC1CCCCC1)C(c1cccs1)N(CCc1ccccc1)C(=O)c1ccco1 (configuration not stated)	96	91	98	96	105	83	93	70	93
Clc1cc(Cl)cc(N2N=C(c3ccc4c(c3)OCO4)CC2c2sc(Cl)nc2Cl)c1 (configuration not stated)	106	86	99	101	108	100	108	100	92
N=C(N=Nc1c(O)[nH]c2ccccc12)C(=N)N=Nc1c(O)[nH]c2ccccc12	·	92	105	102	113	97	108	103	104
O=c1c2ccccc2nc(SCc2ccc(Cl)cc2)n1CCc1ccccn1	77	102	74	81	83	56	80	75	54
COC1=C[C@]23CCCN2CCc2cc4c(cc2[C@@H]3[C@@H]1OC(=O)CCCC(C)C)OCO4	62	102	77	73	102	64	109	75	87
O=S(=O)(O)c1ccc(N=Nc2ccc(O)cc2)cc1	123	79	103	103	105	104	101	108	108
CCCC1=C(C(=O)OCC)C(c2cccc(C#N)c2)C(C(=O)OC)=C(C)N1 (configuration not stated)	110	63	98	103	112	88	103	110	92
CN(C)c1ccc2nc3ccc(=N)cc-3sc2c1	·	22	38	23	67	17	56	85	39
CC1(C)CC[C@]2(C(=O)NCCCCCCN(CCC#N)CCC#N)CC[C@]3(C)C(=CC[C@@H]4[C@@]5(C)CCC(=O)C(C)(C)[C@@H]5CC[C@]43C)[C@@H]2C1	92	85	102	94	90	90	95	103	90
CN(C)CCCN(Cc1ccccc1O)C(=O)Nc1cccc2ccccc12	110	82	95	99	·	100	69	111	96
O=C1/C(=C/C=C/c2ccco2)SC(=S)N1CC(=S)C1C=CS(=O)(=O)C1 (configuration not stated)	76	93	89	77	103	83	141	109	76
COCO[C@@H]1C[C@]23CC[C@@H]4[C@](C)(COC(=O)Nc5ccccc5)CCC[C@@]4(C)[C@@H]2CC[C@@]1(C)C3	97	107	93	96	98	93	92	88	103
COC(=O)c1cc(-c2cc3ccccc3o2)c(C#N)c(=O)[nH]1	105	86	100	98	·	101	89	114	99
N=C(N)SC1c2cc(Cl)ccc2-c2c(Cl)cc(Cl)cc21 (configuration not stated)	115	81	104	102	110	89	100	98	89
CCOC(=O)CC(S(=O)(=O)c1ccccc1)S(=O)(=O)c1ccccc1	-87*	96	97	8.2*	109	102	115	91	93
COc1ccc2cc(C(=O)NCCc3ccccc3)ccc2c1OC	112	103	113	105	107	101	94	91	109
S=C1SCCCN1Cc1ccc(Cl)cc1	103	71	101	100	100	100	113	95	96
COc1cc2c(cc1OC)C[N+](C)(C)CC2	103	91	102	101	107	99	73	89	101
Cc1nn(-c2ccc([N+](=O)[O-])cc2)c2ncnc(N/N=C/c3ccccc3)c12	92	·	83	97	115	91	·	92	86
CC[n+]1ccc(Nc2ccc(NC(=O)c3ccc(Nc4cc[n+](CC)c5ccc(N)cc45)cc3)cc2)cc1	100	96	93	112	117	78	100	89	95
O=c1[nH]nc2c3[nH]cnc3ncn2c1=O	111	102	103	100	104	104	98	109	114
Cc1cc(C)n(C(=O)CSc2nnc3n(Cc4ccccc4)c(=O)c4c(C)c(C(N)=O)sc4n23)n1	111	83	107	99	94	105	102	93	111
O=c1[nH]c2cc(-c3ccc4ncnc(N5CCc6cc(F)c(Cl)cc65)c4c3)cnc2[nH]1	103	61	98	99	90	92	51	95	106

In the list so far, 2 have a nitro group on carbon.
SMILES	COLO 205	SNB-75	KM12	SW-620	HCC-2998	HCT-116	A498	HT29	HCT-15
Cc1ccc(C(=O)c2ccc([N+](=O)[O-])cc2)cc1	112	·	113	102	106	106	107	99	·
Cc1nn(-c2ccc([N+](=O)[O-])cc2)c2ncnc(N/N=C/c3ccccc3)c12	92	·	83	97	115	91	·	92	86

Part of the list above in a different format:
Results follow in this order: COLO 205, SNB-75, KM12, SW-620, HCC-2998, HCT-116, A498, HT29, HCT-15
Cc1ccc(C(=O)c2ccc([N+](=O)[O-])cc2)cc1
  112, ·, 113, 102, 106, 106, 107, 99, ·
O=C(NC1CCCCC1)C(c1cccs1)N(CCc1ccccc1)C(=O)c1ccco1 (configuration not stated)
  96, 91, 98, 96, 105, 83, 93, 70, 93

Random excerpt: two compounds from above
SMILES	COLO 205	SNB-75	KM12	SW-620	HCC-2998	HCT-116	A498	HT29	HCT-15
O=C1/C(=C/C=C/c2ccco2)SC(=S)N1CC(=S)C1C=CS(=O)(=O)C1 (configuration not stated)	76	93	89	77	103	83	141	109	76
Cc1nn(-c2ccc([N+](=O)[O-])cc2)c2ncnc(N/N=C/c3ccccc3)c12	92	·	83	97	115	91	·	92	86

Further results:
SMILES	COLO 205	SNB-75	KM12	SW-620	HCC-2998	HCT-116	A498	HT29	HCT-15
O=c1cc(-c2ccccc2)[nH]n1-c1ccccc1	114	95	105	111	104	93	132	107	87
Cc1c(-c2cnc3ccc(Cl)cc3c2C(=O)O)nnn1-c1ccc([N+](=O)[O-])cc1	101	96	100	102	104	99	144	102	104
COc1nccnc1NS(=O)(=O)c1ccc(NC2=C(Cl)C(=O)c3ncccc3C2=O)cc1	146	108	104	110	106	19	132	99	100
CCOc1ccc(-c2cc(-c3cc(C(C)C)c(O)cc3C)nn2-c2ccc(S(N)(=O)=O)cc2)cc1	131	33	8.0*	33	4.6*	24	98	99	4.8*
O=C(O)CC(C(=O)O)C(c1ccccc1)c1ccccc1 (configuration not stated)	111	96	110	104	112	104	·	97	104
COc1ccc(-c2nc3c4cc(-c5ccc(OC)cc5)oc4ncn3n2)cc1	112	83	102	100	93	101	54	101	96
O=C(COc1ccc(/C=C2\Cc3ccc(Cl)cc3C2=O)cc1)Nc1nc2ccccc2s1	116	88	117	112	115	102	130	116	106
CC(=O)Nc1ccc(NC(=O)/C=C\C(=O)O)cc1	104	104	111	108	118	112	103	106	113
CCCCCCCCCCCCCCCCCCOc1ccc(CC(=O)NCC[N+]2(C)CCOCC2)cc1	39	79	76	93	75	79	87	67	87
O=C(O)c1cc([N+](=O)[O-])ccc1Cl	107	·	95	99	97	102	106	84	100
Cn1cc(-c2nn3cc(-c4cccs4)nc3s2)c2cc(Br)ccc21	87	56	80	87	125	80	80	76	70
O=Nc1c(O)c(Cl)cc2ccccc12	71	62	79	46	115	31	77	83	88
CC/C(=C(/c1ccc(Cl)cc1)c1ccc(OCCN2CCCCC2)cc1)c1ccc(Cl)cc1	70	86	69	65	89	61	94	23	57
CCCCc1ccc(-c2cc(/C=N\O)no2)cc1	97	85	101	100	106	91	93	114	94
CCC1OC(OC)C=CC1=O (configuration not stated)	103	95	100	100	122	96	90	113	109
O=C(CN1CCOCC1)Nc1ccc(Cn2nnc3c2C(=O)c2nnn(Cc4ccc(NC(=O)CN5CCOCC5)cc4)c2C3=O)cc1	-84*	-87*	6.4*	4.2*	-42*	-75*	-40*	-37*	71
CN(C)c1ccc(C(=O)n2cc(-c3ccc(Cl)cc3)c(N)n2)cc1	115	107	103	110	77	90	186	108	86
COc1ccc2c(c1)C(N1CCCC1=O)CCN2Cc1cc2ccccc2[nH]c1=O (configuration not stated)	97	76	101	102	98	91	72	91	94
O=C(CCSc1nc2sc3c(c2c(=O)n1Cc1ccccc1)CCCC3)N1CCN(c2ccccc2)CC1	98	95	97	101	107	76	·	90	76
O=C1Nc2ccccc2/C1=C/c1ccc(CO)n1Cc1ccccc1	111	101	46	99	112	96	101	105	96
Cc1c[n+]([O-])cc(C)c1[N+](=O)[O-]	107	106&92	102&109	109&111	103&101	114&101	118&83	102&102	109&106
O=c1cc(OCCCCSC(=S)N2CCCCC2)c2ccccc2o1	95	96	90	100	104	94	80	84	93
Cc1cc(N=Nc2c(O)c3ccccc3[nH]c2=O)ccc1N=Nc1ccc(C(=O)N(C)C)cc1	95	93	101	138	100	93	154	112	114
Cc1cc2ccccc2c[n+]1CCCc1ccccc1	68	86	69	87	49	81	82	67	117
S=C(Nc1ccccc1)Nc1ccccn1	118	79	100	102	109	95	97	106	98
C=C(C)[C@@H]1CC[C@]2(C)[C@H](CC=C3[C@@H]4[C@@H](C)[C@H](C)CC[C@]4(C(N)=O)CC[C@]32C)[C@@]1(C)CCC#N	-79*[100 µM]	-5.4*[100 µM]	-46*[100 µM]	7.9*[100 µM]	-22*[100 µM]	-44*[100 µM]	-34*[100 µM]	-33*[100 µM]	9.3*[100 µM]
COc1ccc(Oc2nc(Nc3ccc(N4CCOCC4)cc3)ncc2NC(=O)Cc2cc(OC)cc(OC)c2)cc1	122	103	99	101	108	100	107	108	99
CSc1ccc(N)cc1	113	99	113	104	100	98	90	106	107
CC1CCN(/N=N/c2nc3c([nH]2)c(=O)n(C)c(=O)n3C)CC1	112	86	108	107	84	102	99	100	112
COc1cc(/C=C/c2nc3ccccc3c(=O)n2-c2ccc(C#Cc3ccccc3)cc2C)cc(OC)c1OC	108	102	91	94	101	82	94	107	96
N/N=C(\c1ccccc1)c1cccs1	98	86	98	97	99	97	90	106	92
COc1cc2c(NC3CCCCC3)ncnc2c(OC)c1OC	82	86	99	99	96	107	103	98	103
CC(=O)c1ccc(N2CN(c3ccc(O)cc3)CC3=C2CC(C)(C)CC3=O)cc1	112	85	97	103	102	102	87	95	98
CC/C(=C(\CC)c1ccc(OCC[N+](C)(C)C)cc1)c1ccc(OC)cc1	6.9*	31	51	68	48	49	53	39	98
COc1ccc2c(c1)C=CC1(O2)Oc2ccc(OC)cc2C=C1C (configuration not stated)	2.4*	-8.4*	28	30	24	12	7.6*	4.0*	25
O=C(N/N=C\c1ccc(Cl)cc1)c1ccncc1	109	93	100	109	103	94	·	99	98
COc1ccccc1I	120	100	110	106	101	109	98	113	111
Cc1c(/C=C2\Oc3ccc(Cl)cc3C2=O)c(=O)n(-c2ccccc2)n1C	115	69	137	91	102	105	126	97	101
COc1ccc(C(=O)c2c(N)c(C#N)cn2-c2ccc(Cl)cc2Cl)cc1	109	91	102	98	103	98	109	98	99
CC(Br)C(=O)Nc1ccc(S(=O)(=O)NCCO)cc1 (configuration not stated)	114	79	108	105	104	95	80	96	99
COc1ccc(/C=N/NC(=O)Cn2nc(Cc3ccc(OC)cc3)c3onc(C)c3c2=O)cc1	56	27	53	57	6.9*	32	48	38	70
COc1ccccc1C(=O)NN1C(=O)/C(=C/C2=Cc3ccccc3OC2)SC1=S	119	·	100	114	117	96	134	110	114
O=c1c2cc3ncccc3n2c(=O)c2cc3ncccc3n12	108	92	101	103	109	97	105	105	106
O=C(CSc1nnc(-c2cc3c([nH]c4ccccc43)c(-c3cccc(O)c3)n2)n1-c1ccccc1)c1ccccc1	105	46	60	50	96	30	67	65	46
CCCCC(c1ccccc1)C(C(=O)OCC)C(=O)OCC (configuration not stated)	111	93	105	113	93	82	130	92	97
CC1=C(C(=O)OCc2ccccc2)C(c2ccc3c(c2)OCO3)NC(=O)N1 (configuration not stated)	116	96	105	109	116	88	105	109	98
O=C(CSc1nc2c(n1Nc1ccccc1)-c1ccccc1SC2)Nc1nc(-c2ccccc2)cs1	109	80	113	105	104	99	62	99	100
O=C(Nc1ccc(Oc2cccc(Cl)c2)c(Cl)c1)c1ccccn1	113	87	101	100	117	104	95	102	101
COc1ccc2[nH]cc(-c3nonc3-c3c[nH]c4ccc(F)cc34)c2c1	59	43	34	66	55	60	65	40	38
O=C(NNC(=O)c1nc2cc(F)ccc2n2cccc12)c1cnccn1	16	77	28	26	51	32	20	31	24
COC(=O)c1ccccc1N1C(=O)C=CC1=O	95	87	104	85	108	77	113	102	101
NC(Cc1ccccc1)C(=O)Nc1nnc(C2CC2)s1 (configuration not stated)	104	84	101	95	102	98	100	89	95
CCOc1nc2sc(C(N)=O)c(C)c2c(=O)n1Cc1ccccc1	109	98	104	100	102	99	97	101	97
C/C(=N\N=C\c1ccc(N(C)C)cc1)c1ccc2c(c1)Nc1ccccc1S2	60	70	61	35	54	31	86	53	22
CC(=O)c1ccc(Nc2nc(SCC(C)C)nc(-c3ccc(F)cc3)c2C#N)cc1	115	125	104	110	119	108	117	107	104
Cc1sc2c(c1C)c(=O)nc1c(-c3ccccc3)n[nH]n12	107	98	105	104	104	107	105	107	102
CC[C@H](Nc1ncnc2nc[nH]c12)c1nc2cccc(NCc3ccc(C(=O)NO)o3)c2c(=O)n1-c1ccccc1	115	72	103	107	104	97	97	91	103
CC(C)C[C@H](N)C(=O)NS(=O)(=O)c1cccc(Cl)c1	102	86	96	93	106	96	100	91	94

Compound activity deposited in PubChem by NCI.
